Screening results deposited in PubChem by The Scripps Research Institute Molecular Screening Center.
FBW7 act = human FBW7 E3 ligase activation, primary screen | AlphaScreen FBW7–phospho-cyclin E peptide binding, activator screen | normalized activity (activation), % at 26.1 µM | 0.13% of 650,000 active; in the data active = normalized activity above about 1.9%;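 note: purified mutant Fbw7 with reduced substrate affinity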
Target sequence (Q969H0 whole entry, looked up): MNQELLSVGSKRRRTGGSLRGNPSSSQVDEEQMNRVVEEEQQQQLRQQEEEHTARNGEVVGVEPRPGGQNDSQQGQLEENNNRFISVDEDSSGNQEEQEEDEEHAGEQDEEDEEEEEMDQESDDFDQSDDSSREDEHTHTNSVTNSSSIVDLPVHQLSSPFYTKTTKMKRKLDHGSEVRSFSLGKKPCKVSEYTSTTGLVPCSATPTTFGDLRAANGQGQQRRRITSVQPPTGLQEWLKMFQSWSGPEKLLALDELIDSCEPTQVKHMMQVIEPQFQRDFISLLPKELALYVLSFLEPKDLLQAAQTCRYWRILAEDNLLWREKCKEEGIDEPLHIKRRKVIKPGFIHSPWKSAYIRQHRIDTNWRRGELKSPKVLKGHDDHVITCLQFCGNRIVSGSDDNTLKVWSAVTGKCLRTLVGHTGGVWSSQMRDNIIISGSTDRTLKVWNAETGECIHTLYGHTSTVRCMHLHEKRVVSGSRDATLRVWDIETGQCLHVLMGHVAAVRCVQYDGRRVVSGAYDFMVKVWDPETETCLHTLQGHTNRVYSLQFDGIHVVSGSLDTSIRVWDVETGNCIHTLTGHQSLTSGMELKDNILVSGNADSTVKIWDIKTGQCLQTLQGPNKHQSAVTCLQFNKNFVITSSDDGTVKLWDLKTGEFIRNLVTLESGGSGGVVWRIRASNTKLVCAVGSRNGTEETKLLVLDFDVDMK
MITF inh = human MITF inhibition, primary screen; O75030; AlphaScreen MITF homodimerization, bead proximity signal; inhibition, % at 2.6 µM; 0.91% of 650,000 active; in the data active = inhibition above about 50%;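 note: 0% = vehicle wells with protein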
TEAD-YAP block = TEAD-YAP interaction inhibition | HEK-TIYL cells, TEAD-Gal4/YAP UAS-luciferase luminescence | inhibition, % at 9.12 µM | 1.4% of 640,000 active; in the data active = inhibition above about 32%;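 note: 0% = median of test compound wells and 100% = reference inhibitor wells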
GPR151 activ = human GPR151 activation. PathHunter beta-arrestin GPR151 cells, luminescence. activation, % at 11.2 µM. 1% of 650,000 active. AID 1508602; in the data active = activation above about 4.9%;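 note: 0% = median of compound wells and 100% = cells with positive control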
Target sequence (Q8TDV0 whole entry, looked up): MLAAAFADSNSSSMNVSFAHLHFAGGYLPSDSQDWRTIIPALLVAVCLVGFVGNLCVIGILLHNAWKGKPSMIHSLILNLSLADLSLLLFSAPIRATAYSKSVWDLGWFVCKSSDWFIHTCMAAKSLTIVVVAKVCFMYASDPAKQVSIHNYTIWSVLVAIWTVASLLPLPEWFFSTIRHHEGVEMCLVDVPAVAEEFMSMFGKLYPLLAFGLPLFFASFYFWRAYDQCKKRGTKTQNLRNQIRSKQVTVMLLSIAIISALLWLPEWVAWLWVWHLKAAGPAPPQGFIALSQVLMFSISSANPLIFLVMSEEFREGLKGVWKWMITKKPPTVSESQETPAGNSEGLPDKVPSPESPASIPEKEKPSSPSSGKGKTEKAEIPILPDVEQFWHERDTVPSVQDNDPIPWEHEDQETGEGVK
* marks the source's active call; other numbers are inactive results; x = not tested or not shown; & = joins results of further samples.

item	Compound	FBW7 act	MITF inh	TEAD-YAP block	GPR151 activ
1	O=C(Cc1ccccc1)NNS(=O)(=O)c1ccc(F)cc1	0.0	7	6	0.2
2	CC1(C)CC(=O)c2cc(C(=O)O)c(=O)n(-c3ccc(Cl)c(Cl)c3)c2C1	0.1	2	-10	0.7
3	CN(CC(=O)NC1CCCC1)S(=O)(=O)c1ccc(Br)cc1	0.0	12	-1	0.0
4	FC(F)(F)c1ccc(Cn2cnc3c(NCc4nc5ccccc5[nH]4)nc(Nc4cnccn4)nc32)cc1	-0.1	6	-26	-0.7
5	CC(C)C(=O)N[C@H]1CCCN1C(=O)/C=C/c1ccccc1	-0.1&-0.1	-9&-14	x	1.0&-2.3
6	CCCNc1nc(-c2ccc(C(N)=O)cc2)nc2c1ncn2CCN1CCCC1=O	0.1	3	-1	1.3
7	COc1ccc(Cl)cc1NC(=S)N(Cc1ccc(C)cc1)Cc1ccccn1	0.0	0	5	-1.2
8	COc1ccc(C2=NN3C(C2)c2ccccc2OC3c2ccc(Cl)cc2)cc1OC (configuration not stated)	0.1	10	-26	-1.1
9	Cc1ccc2nc(NC(=O)c3ccc(S(=O)(=O)N4CCc5ccccc5C4)cc3)sc2c1	-0.2	7	0	0.2
10	Cc1onc(-c2ccccc2)c1C(=O)Nc1sc2c(c1C(N)=O)CCCCC2	0.2	19	-11	-0.5
11	Cc1ccc(C2CC(C(F)(F)F)n3nc(C(=O)N(C)C4CCCCC4)c(Cl)c3N2)cc1 (configuration not stated)	0.3	5	20	-0.6
12	Cc1cc2c(c(=O)n1CCN(C)C)C(c1cccc(F)c1)C(C#N)=C(N)O2 (configuration not stated)	-0.1	-4	12	-0.5
13	COc1cccc(C(=O)N(c2ccccc2)C2CC(C)N(C(C)=O)c3ccccc32)c1 (configuration not stated)	-0.1	0	10	-0.7
14	COC(=O)C1=C(N)N(c2ccccc2C(F)(F)F)C2=C(C(=O)CCC2)C1c1ccc(OC)cc1 (configuration not stated)	0.2	-3	-14	0.4
15	Cc1c(NC(=S)NC(=O)c2ccccc2)c(=O)n(-c2ccccc2)n1C	-0.1	5	8	1.3
16	O=C(O)c1ccc(Cl)cc1Nc1cccc([N+](=O)[O-])c1	-0.1	2	3	-3.3
17	O=C(OCc1ccccc1)C1=NNC2(CC(=O)N(c3ccc(Cl)cc3)C2=O)C1 (configuration not stated)	0.1	11	4	1.0
18	Cc1cc(Nc2ccc(N3CCOCC3)cc2)nc(N2CCCC2CO)n1 (configuration not stated)	-0.1	10	2	-0.8
19	O=C1NC(=Nc2cccnc2)S/C1=C\c1ccc2c(c1)OCO2	-0.5	15	11	-0.5
20	Cc1cccc(NC(=O)CCN2CCCCC2)c1	0.1	9	7	-0.6
21	O=C(c1ccccc1Br)N1CCN(c2ccc([N+](=O)[O-])c(NCc3ccc(Cl)cc3)c2)CC1	0.0	-7	2	-1.0
22	Cc1cccc(N/N=C(/CN2CCOCC2)[N+](=O)[O-])c1	-0.2	13	-1	-0.2
23	Cc1ccc([N+](=O)[O-])cc1NC(=O)C1CC1	-0.1	12	-4	0.6
24	COc1ccc(S(=O)(=O)N2CCN(C/C=C/c3ccccc3)CC2)cc1[N+](=O)[O-]	-0.2	11	5	-0.7
25	CC1CCCCC1NC(=O)CCC(=O)N1CCOc2ccc(Cl)cc21 (configuration not stated)	0.4	9	1	0.7
26	O=C(COC(=O)c1cc(=O)c2ccccc2o1)Nc1ccc2c(c1)OC(F)(F)O2	0.1	3	3	-1.2
27	Cc1ccc(S(=O)(=O)N(C(=O)c2ccccc2)c2ccc(OC(=O)c3ccccc3)c3ccccc23)cc1	0.1	6	3	0.2
28	CCCSc1nnc(NC(=O)c2nc(SCC)ncc2Cl)s1	0.1	4	8	-3.1
29	COc1ccc(CN2CCC(Nc3ccc4[nH]ncc4c3)C2)cc1 (configuration not stated)	0.0	10	-7	0.3
30	CC(=O)Oc1ccc(/C=C2N=C(/C=C/c3ccc(Cl)cc3Cl)OC\2=O)cc1	0.0	12	8	-0.8
31	Cc1nn(CC(=O)NC2CCCC(C)C2C)c(=O)c2cccn12 (configuration not stated)	-0.2	-7	1	1.7
32	COc1ccc(C(=O)NCC(=O)NCC(=O)OCC(=O)c2ccc(C)cc2)cc1	0.9	14	-5	-0.7
33	O=C(CSc1nnc(NC(=O)COc2ccc(Cl)cc2)s1)NCc1ccco1	0.0	9	-8	0.0
34	COc1ccc(Nc2cc(C(=O)NCc3ccccn3)c3ccccc3n2)cc1	0.0	-4	-3	-0.4
35	Cc1ccc(N2C(=O)c3cccc4cccc(c34)C2=O)cc1	0.0	-1	1	-1.6
36	C=CCn1c2cc(C)oc2c2cnn(CC(=O)NC34CC5CC(CC(C5)C3)C4)c(=O)c21	0.1	-7	-4	0.0
37	COc1cc(OC)c(C(=O)N2CCCc3ccccc32)cc1OC	0.6	12	-10	-2.4
38	CCc1c(C)nc2nncn2c1NCc1ccco1	0.0	-2	8	-0.3
39	CCc1cc2ccc(C)cc2nc1SCC(=O)NNC(=O)c1ccco1	0.1	-18	-10	-0.4
40	CCNc1nc(NC(C)(C)C)nc(Oc2ccc(C(=O)OCC(=O)OC)cc2)n1	-0.1	-7	1	0.9
41	COc1ccc(C2CC(c3ccc(Br)cc3)=NN2C(=O)CSc2nnc(CNC(=O)c3ccccc3F)n2C)cc1 (configuration not stated)	-0.1	-5	10	-0.8
42	CC(=O)OC(C)C12CC3CC(CC(C3)C1)C2 (configuration not stated)	-0.1	4	7	-0.1
43	CC(C)Sc1nc2c([nH]1)c(=N)ncn2Cc1ccccc1	0.0	-17	-2	-0.6
44	COc1cccc(Nc2ncnc(N)c2[N+](=O)[O-])c1	-0.1	0	-8	-0.2
45	CCN1CCN(c2cc(C)c3cc(NC(=O)c4ccc(F)cc4)ccc3n2)CC1	-0.2	-10	-30	-0.1
46	CCOC(=O)C1=C(C)N=c2s/c(=C/c3ccc(-c4cc(Cl)ccc4Cl)o3)c(=O)n2C1c1ccc2c(c1)OCO2 (configuration not stated)	-0.1	2	-4	-0.1
47	CC(C)CCN1C(=O)c2ccc([N+](=O)[O-])cc2C1=O	-0.2	2	4	4.0
48	COc1ccc(NC(=O)C2C3NC(=S)N(c4ccc(Cl)cc4)C2(C)Oc2ccccc23)cc1 (configuration not stated)	-0.1	18	-4	0.3
49	CC(C)S(=O)(=O)Nc1ccccc1	0.0	6	-2	-0.4
50	COc1ccc(C(=O)Oc2ccc3c(c2)O/C(=C\c2ccncc2)C3=O)cc1OC	0.0	-13	8	0.2
51	Cc1cccn2c1nc(=S)n2C(=O)c1ccc(F)cc1	-0.1	-6	-65	0.4
52	Cc1ccc2c(c1)C(O)(CC(=O)c1ccccc1O)C(=O)N2 (configuration not stated)	-0.3	0	-9	0.4
53	Cn1cnc([N+](=O)[O-])c1Sc1ncnc2c(C#N)c3n(c12)CCCCC3	0.1	15	12	3.6
54	O=C(c1cccc([N+](=O)[O-])c1)N1CCN(c2ccc(F)cc2)CC1	0.4	5	-7	-0.9
55	Cc1cc(C)c2c(c1)[nH]c1nnc(SCC(=O)NCc3cccs3)nc12	0.0	10	-13	1.3
56	CN(C)c1ccc(N2C(N)=NC(N)=NC23CCCC3)cc1	-0.1	3	16	2.6

Next structures:
item	Compound	FBW7 act	MITF inh	TEAD-YAP block	GPR151 activ
57	NC(=O)c1sc2nc3cc4c(cc3cc2c1N)OCO4	-0.1	-4	73*	-1.7
58	COc1ccc2c(c1)sc1ncc(C(=O)NOCc3cccc(C(F)(F)F)c3)c(=O)n12	-0.3	9	11	0.5
59	Cc1ccccc1CN1CCN(S(=O)(=O)c2ccccc2[N+](=O)[O-])CC1	0.0	51	12	-1.1
60	CCCNC(=O)c1ccccc1NC(=O)c1ccccc1I	0.1	16	6	-1.0
61	Cc1cc(C)cc(NC(=S)N2CCC(NC(=O)C3CC3)CC2)c1	0.0	7	11	0.5
62	O=C(NCc1ccccc1)C(=S)NCc1ccccc1	0.0	2	-6	0.3
63	CCC(=O)Nc1ccc(C(=O)Nc2ccc(Cl)cc2)cc1	0.0	-8	4	-0.6
64	N#C/C(=C/c1cccc(F)c1)c1ccc([N+](=O)[O-])cc1	-0.2	-5	-4	0.1
65	O=C1C2C3CCC(C3)C2C(=O)N1O (configuration not stated)	-0.1	4	8	0.4
66	COc1cc(Br)c(S(N)(=O)=O)cc1OC	-0.2	-1	-1	0.3
67	C=CCOc1cc(Cl)c(C=O)cc1OC	0.2	-6	-3	-0.6
68	COc1ccc2c(CNCC3CCCO3)c(C(=O)O)n(Cc3ccc(C)cc3)c2c1 (configuration not stated)	-0.2	-1	2	0.0
69	COc1ccc(C(C)=O)cc1COC(=O)COc1ccc(C#N)cc1	0.2	4	-4	0.0
70	CCOC(=O)c1c(C)oc2c1c1c(c3ccccc32)OCN(C(C)c2ccccc2)C1 (configuration not stated)	-0.5	-2	-98	-1.0
71	CCOC(=O)c1cnc2cc(C(F)(F)F)ccc2c1Nc1ccc(OCC)cc1	-0.1	19	6	0.7
72	CCNc1nc(NCC)n2c(SCC(=O)NC3CCCCC3)nnc2n1	-0.1	-14	10	2.8
73	CC(C)(C)CC(C)(C)NC(=O)Nc1cccc(Cl)c1	-0.2	-14	-5	-0.7
74	N[C@@H](C(=O)O)c1ccc(O)c(C(=O)O)c1	-0.1	-1	x	-1.0
75	CC(=O)Nc1ccc(OC(=O)c2ccccc2NC(=O)c2ccccc2Br)cc1	-0.1	13	1	-0.3
76	CSc1ccc(C2Nc3cc(C)c(C)cc3NC3=C2C(=O)CC(C)(C)C3)cc1 (configuration not stated)	-0.2	0	6	-1.3
77	COc1ccccc1-c1cc(N)n(S(=O)(=O)c2ccc([N+](=O)[O-])cc2)n1	-0.4	1	-2	-0.7
78	FC(F)(F)c1cc(-c2cccs2)nc2c1c(-c1cccc(Br)c1)nn2Cc1ccc(Cl)cc1	-0.2	-15	1	0.2
79	O=C(c1ncoc1-c1cccc(F)c1)N1CCN(C2CCCCC2)CC1	0.0	-2	-16	2.3
80	CC(=O)Oc1cccc(C=N/C(C#N)=C(\N)C#N)c1	0.0	19	-4	-0.4

Part of the list above with just MITF inh:
No. | smiles | MITF inh
76 | CSc1ccc(C2Nc3cc(C)c(C)cc3NC3=C2C(=O)CC(C)(C)C3)cc1 (configuration not stated) | 0
77 | COc1ccccc1-c1cc(N)n(S(=O)(=O)c2ccc([N+](=O)[O-])cc2)n1 | 1
78 | FC(F)(F)c1cc(-c2cccs2)nc2c1c(-c1cccc(Br)c1)nn2Cc1ccc(Cl)cc1 | -15
79 | O=C(c1ncoc1-c1cccc(F)c1)N1CCN(C2CCCCC2)CC1 | -2
80 | CC(=O)Oc1cccc(C=N/C(C#N)=C(\N)C#N)c1 | 19

The list continues.
item	Compound	FBW7 act	MITF inh	TEAD-YAP block	GPR151 activ
81	Cc1cccc(N=C2CSC(=O)N2)c1	0.3	2	2	2.3
82	CCS(=O)(=O)C1=NN2C(=N)/C(=C\c3cc(OC)c(OC)c(OC)c3)C(=O)N=C2S1	0.0	8	3	-0.3
83	COC(=O)C(CCSC)NC(=O)C1CCCN(c2nc(C)c3ccc(C)cc3n2)C1 (configuration not stated)	0.0	-1	-3	-0.3
84	c1ccc(-c2csc3ncnc(N4CCN(Cc5ccc6c(c5)OCO6)CC4)c23)cc1	-0.1	2	-1	-0.2
85	CCOC(=O)N1CCC(NC(=O)c2ccc(C)cc2)CC1	0.2	-5	-6	0.5
86	COc1ccccc1C(=O)N/N=C/c1c(O)ccc2ccccc12	0.1	12	37*	0.9
87	Cc1ccc(/C=C2\C(=O)ON=C2c2ccccc2)o1	0.1	5	9	-0.5
88	CC(=O)c1ccc(NC(=O)CSc2nnnn2C2CCCCC2)cc1	1.2	11	0	-0.4
89	Cc1cc(C)n2nc(CC(=O)NCc3ccccc3)nc2n1	0.1	-1	3	-0.7
90	Cc1cc(Nc2ccccc2)nc(-c2ccccc2O)n1	0.1	5	-31	-0.9
91	CC1CCCC(NC(=O)c2ccc3c(=O)n(CCc4c[nH]c5ccccc45)c(=S)[nH]c3c2)C1C (configuration not stated)	0.1	4	-3	0.8
92	CCNC(=O)C1CCN(S(=O)(=O)c2ccc(OC)c(OC)c2)CC1	0.0	-4	4	0.2
93	O=P(C(c1cccs1)N1CCCCC1)(N1CCCCC1)N1CCCCC1 (configuration not stated)	0.1	8	10	0.5
94	O=C1C(=O)N(CC(=O)N2CCCC2)c2ccccc21	0.0	5	9	-1.1
95	O=C(Nc1ccc2c(c1)CN(Cc1cnc(-c3ccccc3)s1)CC2)C1CCCO1 (configuration not stated)	-0.1	-13	3	5.2*
96	Cc1nc2ccc(C(=O)N3CCc4ccccc43)cc2nc1C	-0.1	-1	-9	-0.9
97	C=CCNc1nc(N2CCOCC2)nc(N2CCOCC2)n1	-1.0	-1	-1	2.2
98	CN1C(=O)C(O)(CC(=O)c2ccc3ccccc3c2)c2ccccc21 (configuration not stated)	0.2	5	-2	0.1
99	CCC(C)NC(=O)c1ccc(CS(=O)Cc2ccc(C)cc2)o1 (configuration not stated)	0.2	4	3	1.9
100	Cc1ccc(C(=O)N2CCN(C(=O)c3ccc(C)c(C)c3)C(C)C2)cc1C (configuration not stated)	0.1	-2	8	-1.3

Three compounds out of the list, sorted by length of the SMILES, rising.
item	Compound	FBW7 act	MITF inh	TEAD-YAP block	GPR151 activ
97	C=CCNc1nc(N2CCOCC2)nc(N2CCOCC2)n1	-1.0	-1	-1	2.2
99	CCC(C)NC(=O)c1ccc(CS(=O)Cc2ccc(C)cc2)o1 (configuration not stated)	0.2	4	3	1.9
95	O=C(Nc1ccc2c(c1)CN(Cc1cnc(-c3ccccc3)s1)CC2)C1CCCO1 (configuration not stated)	-0.1	-13	3	5.2*
